From PubChem
TRPN1 ag = zebrafish TRPN1 (NompC) channel agonism | 220,000 tested, 0.18% active | activation, % at 3 µM | AID 1424 | HEK293 zebrafish TRPN1-YFP, Fluo-8 calcium fluorescence; 100% = response to 87 µM carbachol;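 active = activation above its plate's cutoff, the mean activation of test wells on that plate plus 3 SD, cut at about 19% in these data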;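 also: 0% = DMSO alone and 100% = 87 µM carbachol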
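Control set: carbachol 87 µM as high control, DMSO as low control; system: HEK293 stable line with zebrafish TRPN1-YFP; read-out: % activation versus carbachol response; detection: intracellular calcium fluorescence with Fluo-8; doses: single test compound dose, 3 µM nominal, 0.3% DMSO; schedule: dye 1 h 37 °C plus 30 min RT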
TRPML3 agonist = agonists of human TRPML3 channel | activation, % at 3 µM | HEK293 TRPML3-YFP, Fluo-8 calcium fluorescence; 100% = the carbachol control signal | AID 1448 | 220,000 tested, 0.29% active;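 active = activation above its plate's cutoff, the mean activation of the plate's test wells plus 3 SD, cut at about 12% in these data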;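 also: 0% = DMSO only wells and 100% = carbachol wells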
Target sequence (Q8TDD5 whole entry, looked up): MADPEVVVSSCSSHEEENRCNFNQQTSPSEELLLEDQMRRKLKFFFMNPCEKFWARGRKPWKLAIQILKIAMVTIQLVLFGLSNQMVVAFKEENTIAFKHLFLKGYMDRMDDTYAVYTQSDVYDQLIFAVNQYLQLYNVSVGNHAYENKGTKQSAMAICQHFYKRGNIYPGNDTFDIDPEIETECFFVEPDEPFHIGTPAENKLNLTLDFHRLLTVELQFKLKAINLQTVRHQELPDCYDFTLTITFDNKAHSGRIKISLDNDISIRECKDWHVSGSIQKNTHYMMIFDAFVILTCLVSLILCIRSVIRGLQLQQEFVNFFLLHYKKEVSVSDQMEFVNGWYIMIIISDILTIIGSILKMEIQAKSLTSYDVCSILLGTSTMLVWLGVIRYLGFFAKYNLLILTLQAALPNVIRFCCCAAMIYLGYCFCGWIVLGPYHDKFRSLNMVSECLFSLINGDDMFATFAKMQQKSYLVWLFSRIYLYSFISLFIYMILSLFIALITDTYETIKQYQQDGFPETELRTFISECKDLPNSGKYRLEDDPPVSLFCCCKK
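Material: HEK293 cells stably carrying human TRPML3-YFP; compound dosing: single dose, 3 µM final nominal compound, 0.3% DMSO final; incubation: 1-h 37 °C dye load, 5-s basal, 120-s post-compound reads; technique: Fluo-8 intracellular calcium fluorescence, excitation 470-495 nm, emission 515-575 nm; read-out basis: percent activation from peak-to-basal fluorescence ratio, scaled between DMSO and carbachol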
TNF death inh = inhibitors of TNF-alpha induced necroptosis in Jurkat FADD-/- cells; Jurkat FADD-/- TNF necroptosis rescue, ATP luminescence, 24 h; 0 = TNF only, 100 = no-TNF cells; activation (protection from cell death), % at 10 µM; 220,000 tested, 0.068% active; AID 463075;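 active = activation, meaning protection from cell death, of at least 50% relative to plate controls; inactive = activation below 50%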;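 also: necroptosis triggered by 40 ng/mL TNF-alpha added together with compound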
BaF3 parental = parental Ba/F3 viability inhibition as JAK2V617F counter-screen; AID 1486; CellTiter-Glo ATP luminescence; inhibition, % at 5.6 µM; 220,000 tested, 1.1% active;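 active = inhibition above a per-campaign cutoff, the mean inhibition of all tested compounds plus 3 SD, cut at about 27% in these data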;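 also: 0% = DMSO wells and 100% = JAK Inhibitor I control wells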
CHOP inhibitor = CHOP inhibition in unfolded protein response | CHO-K1 CHOP-promoter luciferase, tunicamycin-induced, 15-18 h | inhibition, % at 10 µM | 220,000 tested, 3.8% active | AID 2732;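 active = compounds that reduced the stress-induced luciferase reporter signal by more than about 70% of percent inhibition, limit read from the data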;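 also: 0% = tunicamycin plus vehicle and 100% = wells without tunicamycin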
Ba/F3 V617F tox = reduce viability of Ba/F3 cells dependent on JAK2V617F; 220,000 tested, 1.1% active; inhibition, % at 5.6 µM; Ba/F3 EpoR-JAK2V617F viability, ATP luminescence;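 active = inhibition above the campaign mean plus 3 SD over all tested compounds, cut at about 24% in these data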;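 also: cytokine-independent growth of Ba/F3 cells driven by EpoR plus mutant JAK2; 0% = DMSO-treated cells and 100% = JAK inhibitor I control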
Wee1 degr inh = inhibitors of human Wee1 degradation; P30291; 220,000 tested, 1.2% active; reporter increase, % at 5 µM; HeLa Luc-Wee1K328M stability, luciferase luminescence; 100% = proteasome inhibitor MG132 effect;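 active = activation above the mean of all tested compounds plus 3 SD, set per screening run, cut at about 8.8% in these data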;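 also: cells exposed to compound for 20 h before luminescence read; 0% = DMSO alone and 100% = MG132 at 30 µM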
PPC-1+TRAIL kill = compounds killing PPC-1 cancer cells with TRAIL present (potentiator screen, no TRAIL-free arm) | PPC-1 cells + TRAIL, ATPLite viability luminescence | cell killing (% activity), % at 4 µM | 220,000 tested, 0.41% active | AID 1443;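 active = cell killing above 50% in the first pass at 4 µM, then a duplicate retest at 5 µM averaging 50% or more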;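 also: plate controls were cells with TRAIL plus DMSO for no effect and medium-only wells lacking cells for full effect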
RBBP9 inhibitor = inhibitors of human serine hydrolase RBBP9 | 220,000 tested, 0.2% active | inhibition, % at 7.94 µM | recombinant RBBP9, FP-Rh probe fluorescence polarization | O75884;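 active = inhibition above the campaign mean of all tested compounds plus 3 SD, cut at about 14% in these data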;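 also: plate controls were DMSO wells with RBBP9 for no effect and wells lacking RBBP9 protein for full effect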
Target sequence (O75884 whole entry, looked up): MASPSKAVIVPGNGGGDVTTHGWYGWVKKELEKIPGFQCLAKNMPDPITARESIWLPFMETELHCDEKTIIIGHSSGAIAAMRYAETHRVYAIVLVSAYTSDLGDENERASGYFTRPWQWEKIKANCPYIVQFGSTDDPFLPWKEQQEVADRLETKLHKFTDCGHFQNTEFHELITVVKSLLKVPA
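Test system – recombinant human RBBP9 · Input – RBBP9 2.5 µM in dispensing solution, pre-mixing · Medium – Tris buffer pH 8.0, NaCl, Pluronic · Schedule – preincubation 30 min plus labeling 45 min at 25 °C · Measured by – fluorescence polarization · Measure – % inhibition · Controls – DMSO and no-protein wells · Replicates – one well per compound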
Numbers without * were called inactive; & = joins results of further samples.

Molecule	TRPN1 ag	TRPML3 agonist	TNF death inh	BaF3 parental	CHOP inhibitor	Ba/F3 V617F tox	Wee1 degr inh	PPC-1+TRAIL kill	RBBP9 inhibitor
O=C(Cc1cccs1)N(CC1CCCO1)C1(C(=O)NC2CCCC2)CCCCC1 (configuration not stated)	-2.2	-0.7	-1.2	-1	9	1	-1	8	6
CC(C)NCC(O)COc1ccc(CCOCC2CC2)cc1 (configuration not stated)	0.9&0.3	1.6&1.4	1.0	6&-5	6&5&2&-7	1&-4	-3&2	12&-1	-2&1
CCOC(=O)CSc1nc(CC)nc2ccccc12	0.2	-0.2	-0.6	-3	21	-3	7	-17	-9
C=CCNC(=O)CSCc1ccc(Br)cc1	-1.6	-0.1	2.6	-2	4	-1	1	5	-3
COc1ccc(/C=C/c2nnc(NC(=O)COc3cccc(C)c3)s2)cc1	1.0	0.3	1.0	6	39	1	-1	12	-6
CC(=O)Nc1cccc(NC(=O)C2CC3CCC2C3)c1 (configuration not stated)	1.6	0.2	1.0	5	7	-2	-2	17	3
CCCc1cc2c(=O)c(-c3ccc4c(c3)OCCO4)coc2cc1OS(C)(=O)=O	0.1	0.6	4.0	4	-16	0	0	-6	-3
CN1CCN(NC(=O)COc2cccc(C(F)(F)F)c2)CC1	0.4	1.0	1.1	2	11	-1	-3	-7	-1
CC1(c2ccc(O)cc2)NC(=O)N(c2ccccc2)N1 (configuration not stated)	-0.5	0.4	-0.9	-1	22	3	4	2	-7
O=C(CSc1nnc2ccccn12)Nc1ncc(Cl)cc1Cl	-0.7	0.4	0.7	2	-5	0	-1	5	-8

Other structures follow:
Molecule	TRPN1 ag	TRPML3 agonist	TNF death inh	BaF3 parental	CHOP inhibitor	Ba/F3 V617F tox	Wee1 degr inh	PPC-1+TRAIL kill	RBBP9 inhibitor
Nc1nc(SCC(=O)Nc2ccccc2C(F)(F)F)[nH]c(=O)c1-c1ccccc1	1.3	-0.2	0.5	4	21	0	0	21	0
O=C(CN1C(=O)C2C3C=CC(C3)C2C1=O)OCC(=O)c1ccccc1 (configuration not stated)	-0.6	0.3	0.4	-2	-9	-1	0	2	-8
COc1cccc(/C=N/NC(=O)c2ccc(COc3ccc(Cl)cc3Cl)o2)c1	0.6	0.9	-3.0	1	22	2	-1	7	-15
COc1ccccc1OCCC(=O)Nc1cccc(S(=O)(=O)N2CCCCC2)c1	0.8	-0.1	1.5	3	8	-1	-3	18	-5
CC(C)CNC(=O)c1cc(-c2ccc(Br)cc2)on1	-0.8	-0.1	2.3	2	-13	-1	1	-2	-5
COc1ccc(N2CC(O)(c3ccc(OC(F)F)cc3)[N+]3=C2CCCC3)cc1 (configuration not stated)	-0.1	0.8	1.6	7	-11	1	-1	12	-13
CCOCCCNC(=O)C(NC(=O)c1ccccn1)c1ccc(C)cc1 (configuration not stated)	0.9	-0.7	-0.5	12	-7	4	-2	3	-9
CN(C)S(=O)(=O)c1ccc(C(=O)NCc2ccco2)cc1	1.6	0.4	-0.2	4	40	-1	0	21	-5
CC(=O)c1c(N2CCN(c3ccc(F)cc3)CC2)nc(=S)n(-c2ccccc2)c1C	1.9	0.6	1.8	0	1	-2	-4	-13	-3
COc1ccc(N2CC(O)(c3ccc(C)cc3)[N+]3=C2CCCC3)cc1 (configuration not stated)	-0.8	0.1	0.8	50*	-7	45*	-4	25	-8

(list continues)
Molecule	TRPN1 ag	TRPML3 agonist	TNF death inh	BaF3 parental	CHOP inhibitor	Ba/F3 V617F tox	Wee1 degr inh	PPC-1+TRAIL kill	RBBP9 inhibitor
COc1ccc2c(c1)[nH]c1c(=O)n(Cc3ccncc3)cnc12	0.3	-0.1	4.7	1	-6	1	-4	-5	-4
Cc1nc(SCC(=O)c2ccccc2)[nH]c(=O)c1Oc1ccc(Cl)cc1	-0.9	-1.3	-0.2	-1	-19	6	2	-1	-8
Cn1c(CCc2ccccc2)nnc1SCC(=O)N1CCOCC1	-0.1	0.6	-1.1	2	-3	-1	1	6	-7
CCOc1cc(/C=N/NC(=O)C(=O)NCCCOC(C)C)cc(Br)c1O	0.6	0.7	0.6	7	13	4	0	-4	-7
CCOC(=O)c1c(C)oc2c1c(CN1CCN(C(=O)OCC)CC1)c(O)c1ccccc12	-0.3	-0.9	1.3	12	-10	3	0	10	0
O=C(Cn1c(NCCCO)nc2ccccc21)c1cccc(Br)c1	-0.1	0.0	1.4	4	23	-2	-2	13	-10
COc1ccc(NC(=O)Cn2nnc(-c3ccccc3NC(=O)c3cccs3)n2)cc1	-0.1	0.0	-6.2	-3	73*	-3	-1	17	1
COc1ccc(/C=N/N2C(=O)c3ccccc3C2=O)cc1	1.1	1.4	0.1	-2	3	-4	2	1	9

Some of these compounds in order of their number in CHOP inhibitor, largest number first.
SMILES	TRPML3 agonist	CHOP inhibitor	Wee1 degr inh	RBBP9 inhibitor
COc1ccc(NC(=O)Cn2nnc(-c3ccccc3NC(=O)c3cccs3)n2)cc1	0.0	73*	-1	1
Cn1c(CCc2ccccc2)nnc1SCC(=O)N1CCOCC1	0.6	-3	1	-7
CCOC(=O)c1c(C)oc2c1c(CN1CCN(C(=O)OCC)CC1)c(O)c1ccccc12	-0.9	-10	0	0

Laid out differently: 4 of the compounds above
SMILES: Cc1nc(SCC(=O)c2ccccc2)[nH]c(=O)c1Oc1ccc(Cl)cc1
  TRPN1 ag: -0.9; TRPML3 agonist: -1.3; TNF death inh: -0.2; BaF3 parental: -1; CHOP inhibitor: -19; Ba/F3 V617F tox: 6; Wee1 degr inh: 2; PPC-1+TRAIL kill: -1; RBBP9 inhibitor: -8
SMILES: Cn1c(CCc2ccccc2)nnc1SCC(=O)N1CCOCC1
  TRPN1 ag: -0.1; TRPML3 agonist: 0.6; TNF death inh: -1.1; BaF3 parental: 2; CHOP inhibitor: -3; Ba/F3 V617F tox: -1; Wee1 degr inh: 1; PPC-1+TRAIL kill: 6; RBBP9 inhibitor: -7
SMILES: CCOc1cc(/C=N/NC(=O)C(=O)NCCCOC(C)C)cc(Br)c1O
  TRPN1 ag: 0.6; TRPML3 agonist: 0.7; TNF death inh: 0.6; BaF3 parental: 7; CHOP inhibitor: 13; Ba/F3 V617F tox: 4; Wee1 degr inh: 0; PPC-1+TRAIL kill: -4; RBBP9 inhibitor: -7
SMILES: CCOC(=O)c1c(C)oc2c1c(CN1CCN(C(=O)OCC)CC1)c(O)c1ccccc12
  TRPN1 ag: -0.3; TRPML3 agonist: -0.9; TNF death inh: 1.3; BaF3 parental: 12; CHOP inhibitor: -10; Ba/F3 V617F tox: 3; Wee1 degr inh: 0; PPC-1+TRAIL kill: 10; RBBP9 inhibitor: 0
